# Screening data from PubChem BioAssay.
# PP1 inh: PP1-alpha (human) inhibition in PP5 counter-screen; purified PP1alpha, OMFP fluorescence; inhibition, % at 6.7 µM; hit rate 0.9% among 320,000; AID 2235;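 active means inhibition above the mean inhibition of all tested compounds plus 3 SD, computed separately for each screening campaign, cut at about 15% in these data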
# Target sequence (P62136 whole entry, looked up): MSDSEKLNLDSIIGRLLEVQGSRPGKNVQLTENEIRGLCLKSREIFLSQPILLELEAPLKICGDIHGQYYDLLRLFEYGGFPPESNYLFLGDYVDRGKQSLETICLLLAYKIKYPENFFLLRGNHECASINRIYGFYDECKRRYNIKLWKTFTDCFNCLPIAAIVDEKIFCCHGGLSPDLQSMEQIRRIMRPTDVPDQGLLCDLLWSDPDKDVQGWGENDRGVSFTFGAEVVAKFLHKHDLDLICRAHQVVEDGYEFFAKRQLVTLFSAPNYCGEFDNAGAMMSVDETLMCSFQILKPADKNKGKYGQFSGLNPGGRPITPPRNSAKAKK
# TPT1 inh: C. albicans TPT1 enzyme inhibition | recombinant caTPT1, FP RNA substrate dephosphorylation | inhibition, % at 5 µM | hit rate 0.81% among 300,000 | AID 1962;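 active means inhibition above the mean of all tested compounds plus 3 SD, set per screening campaign, cut at about 24% in these data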;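 further: plate controls were DMSO alone for no effect and ferristatin control at 100 nM for full effect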
# EBNA-1 inh: blocks EBNA-1 binding to DNA. EBNA-1 DNA binding, fluorescence polarization. inhibition, % at 14.8 µM. hit rate 0.34% among 300,000. AID 1950; in the data active means inhibition above about 28%
# PP5 primary: inhibitors of human protein phosphatase 5 (PP5). P53041. purified PP5c, OMFP substrate fluorescence. inhibition, % at 6.7 µM. hit rate 0.18% among 320,000. AID 1987;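 active means inhibition above the campaign's mean inhibition across all tested compounds plus 3 SD, cut at about 9.5% in these data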;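 further: 0% = DMSO only and 100% = 100 µM cantharidin control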
# Yeast superoxide: yeast age-related superoxide inhibition as caloric restriction mimetic; S. cerevisiae aged cells, superoxide DHE fluorescence; hits give low values; superoxide response (% of plate mean), % at 10 µM; hit rate 0.18% among 330,000;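 active means superoxide response under a set limit, about three screen SD below normal, cut at about 65% in these data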;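 further: yeast aged for seven days with compound at 30 °C before DHE staining; 100% = average MFI of all compound-treated wells on the plate with controls excluded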
# GASC-1 inh: blocks human GASC-1 demethylase activity; GST-JMJD2C(1-420) H3K9me3 demethylation, DELFIA europium; hit rate 0.069% among 330,000; inhibition, % at 2.35 µM; AID 2099;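 active means more than half of a compound's replicate wells show inhibition beyond 50%, single wells judged on their own value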;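 further: signal counts dimethyl H3K9 product captured on neutravidin plate; 0% = median of DMSO wells and 100% = 0.3 times that DMSO median; strong numbers were not always called active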
# Target sequence (Q9H3R0 1-420 limits assumed): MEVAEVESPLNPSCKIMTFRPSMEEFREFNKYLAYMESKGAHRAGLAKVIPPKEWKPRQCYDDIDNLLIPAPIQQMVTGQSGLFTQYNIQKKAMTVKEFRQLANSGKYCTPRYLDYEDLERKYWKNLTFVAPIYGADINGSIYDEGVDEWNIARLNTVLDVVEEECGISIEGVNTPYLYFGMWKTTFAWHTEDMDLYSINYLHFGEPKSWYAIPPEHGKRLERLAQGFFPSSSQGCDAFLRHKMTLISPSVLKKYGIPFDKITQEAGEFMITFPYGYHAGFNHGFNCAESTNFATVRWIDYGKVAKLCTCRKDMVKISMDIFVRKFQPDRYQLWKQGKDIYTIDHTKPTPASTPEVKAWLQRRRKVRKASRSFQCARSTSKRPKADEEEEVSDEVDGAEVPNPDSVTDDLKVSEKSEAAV
# core dimer inh: blocks dimerization of HCV core protein. TR-FRET GST/Flag-core106 dimerization, 1536-well. inhibition, % at 5 µM. hit rate 0.33% among 300,000. AID 1899;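 active means inhibition above the mean of all tested compounds plus 3 SD, set per screening campaign, cut at about 45% in these data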
#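 Material: GST/Flag-tagged HCV core106 proteins. Incubation: 4 h, 22.5 °C incubation. Read-out basis: inhibition (%) from 671 over 617 nm ratio. Measured by: TR-FRET, excitation 340 nm, emission 617 and 671 nm.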
# ZTA counter: ZTA (EBV) inhibition in EBNA-1 counter-screen; ZTA-DNA binding, fluorescence polarization; inhibition, % at 11 µM; hit rate 0.15% among 320,000; AID 2234; in the data active means inhibition above about 33%
# Target sequence (P03206 whole entry, looked up): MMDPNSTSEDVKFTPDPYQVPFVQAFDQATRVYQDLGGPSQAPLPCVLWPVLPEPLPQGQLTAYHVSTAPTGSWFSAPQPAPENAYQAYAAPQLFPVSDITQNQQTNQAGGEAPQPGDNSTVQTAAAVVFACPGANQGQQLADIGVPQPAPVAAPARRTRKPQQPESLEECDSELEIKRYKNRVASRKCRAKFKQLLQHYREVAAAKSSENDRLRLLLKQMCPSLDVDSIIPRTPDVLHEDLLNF
# Fh CTSL1 inh: blocks F. hepatica cathepsin L1 in PFM18AAP counter-screen; recombinant F. hepatica cathepsin L1, Z-Leu-Arg-MCA fluorescence; inhibition, % at 5.96 µM; hit rate 0.49% among 300,000;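 active means inhibition above the mean of all tested compounds plus 3 SD, set per screening campaign, cut at about 17% in these data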;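 further: 0% = plate median of test compound wells and 100% = 1 µM Z-Phe-Ala-diazomethylketone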
# Active calls of the source: *; nt = not tested or not shown. No enrichment for hits; any-hit rate near 3.1%.
Molecule,Yeast superoxide,EBNA-1 inh,core dimer inh,PP1 inh,ZTA counter,Fh CTSL1 inh,TPT1 inh,GASC-1 inh,PP5 primary
CCn1c(SCc2nc(-c3ccc(OC)c(OC)c3)no2)nnc1-c1cccs1,106,14,-2,-4,13,-7,-3,4,-0.8
CCCC(=O)Nc1nnc(-c2ccc3c(c2)OCO3)s1,100,-5,4,8,-8,0,-2,0,0.0
COc1ccc2c(c1)CCc1c(C(=O)Nc3ccc(OC)c(OC)c3)noc1-2,125,-11,2,-1,-9,-4,0,3,4.8
COC(=O)C1C(c2ccc(Cl)cc2)NC(c2ccc(Cl)cc2)C(C(=O)OC)S1(=O)=O (configuration not stated),85,1,4,2,-27,-3,0,-1,8.4
O=C(O)c1cccc(N(CCO)CCO)c1,97,1,0,-4,-11,-2,-1,2,-1.7
COc1ccc(C2Nc3ccccc3C(=O)N2NC(=O)c2ccccc2)cc1OC (configuration not stated),103,-7,0,-2,-7,-1,-6,3,2.1
CCOc1ccc(S(=O)(=O)N2CCN(C(=O)C3CCC3)CC2)cc1,112,-15,5,-12,1,0,2,0,1.5
Cc1oc(-c2ccc(-c3ccccc3)cc2)nc1CN(CCO)C(C)C,81,-5,-5,3,-11,0,-6,-20,0.3
CCOCCCN1C(=O)CN(C2CCCCC2)C(=O)C1c1ccc(OC)c(OC)c1 (configuration not stated),85,14,4,1,20,2,0,6,-1.8
OCC(CO)(CO)N=Cc1cc(Br)ccc1O,98,-5,1,4,-13,2,2,-4,-1.6
CN1/C(=C\C(=O)COc2ccc3c(c2)OCO3)C(C)(C)c2ccccc21,101,11,12,5,0,2,32*,-2,2.6
O=C(O)C1=NOC(CNc2ncc(C(F)(F)F)cc2Cl)C1 (configuration not stated),75,-11,0,-3,-2,-2,4,12,1.1
COc1ccc(Cc2nc(-c3ccc(NC(=O)c4cccnc4)cc3)no2)cc1,94,-5,0,-4,17,4,-1,2,0.7
Cc1cccc(C)c1NC(=O)CCCSc1nnc(N)s1,94,10,-2,-3,13,0,0,6,1.8
Cc1cc2nc(SCC(=O)Nc3ccccc3C(=O)O)[nH]c2cc1C,84,0,0,-3,-9,-3,-1,3,-1.5
Cc1cc2nc(-c3ccc(SCC(=O)Nc4ccc(S(=O)(=O)N5CCCC5)cc4)nc3)[nH]c2cc1C,108,7,-62,35*,-19,5,9,2,0.9
COc1ccc(S(=O)(=O)N2CCc3ccccc32)cc1C(=O)Nc1ccc(C(N)=O)cc1,107,-12,2,2,4,3,1,-3,-0.2
CC1CN(C)C(C)CC1OC(=O)C(c1ccccc1)c1ccccc1 (configuration not stated),105,-3,-1,-4,-1,0,-1,nt,2.0
COc1cc(C(=O)Nc2sc3c(c2C(=O)NCc2ccco2)CCCC3)cc(OC)c1OC,102,-8,16,2,0,2,-5,2,2.7
COc1cccc(OCCc2c(C)n[nH]c2C)c1,92,-9,-2,3,1,2,0,-6,0.9

# With a hit mark in TPT1 inh (from the list above):
SMILES,EBNA-1 inh,core dimer inh,TPT1 inh,GASC-1 inh,PP5 primary
CN1/C(=C\C(=O)COc2ccc3c(c2)OCO3)C(C)(C)c2ccccc21,11,12,32*,-2,2.6

# Further compounds.
Molecule,Yeast superoxide,EBNA-1 inh,core dimer inh,PP1 inh,ZTA counter,Fh CTSL1 inh,TPT1 inh,GASC-1 inh,PP5 primary
CC(C)C[C@H]1CN=C(Nc2ccccc2)N1CCC(C)c1ccccc1 (some centres not stated),94,-4,-1,3,-4,-2,1,-23,1.2
CCCn1c(=O)c2c(C(F)(F)F)cc(-c3ccco3)nc2n(CCC)c1=O,111,2,-12,-2,-3,0,-2,1,4.5
CCn1cnc2cc(NCc3nc4ccccc4n3C)ccc21,100,3,-10,-4,-4,-21,-4,12,-0.4
Cc1ccc(NC(=O)CSc2nc3ccccc3c(=O)n2Cc2cccs2)cc1,97,-3,13,0,-4,0,3,-12,-0.3
CCCCOc1ccccc1C1C(C(=O)OC)=CN(CC)C=C1C(=O)OC,100,-4,1,1,6,3,-2,0,3.3
Cc1onc(-c2ccccc2Cl)c1C(=O)OCc1cnc(Cl)s1,103,6,-1,2,21,6,0,2,-1.6
Cc1ccc(NC(=O)COC(=O)CCc2c[nH]c3ccccc23)cc1[N+](=O)[O-],88,-4,3,-1,-13,-13,3,-10,-1.6
COc1ccccc1OCC(=O)Nc1ccc(S(=O)(=O)N2CCOCC2)cc1,103,-7,8,-1,-17,-4,0,1,0.5
Cc1nn(CC(=O)N(C)C)c(=O)c2ccccc12,100,-2,-2,0,-17,3,-6,11,1.5
C(=N\Nc1nc2ccccc2s1)/c1ccccn1,97,5,-1,-3,0,3,1,2,-1.2
Cc1ccc(NC(=O)CCn2ccc([N+](=O)[O-])n2)nc1,109,3,-4,-1,4,4,-1,-1,1.5
Cc1cc2c(cc1C)C(=O)NC(C)(C)C2,89,-4,-2,2,6,-1,1,-4,3.6
CN(Cc1ccccc1)C(=O)c1cccc(N2C(=O)C3CC=CCC3C2=O)c1 (configuration not stated),104,-22,-2,2,-1,-3,1,-2,2.1
CCOc1cccc(CNCCO)c1OCc1ccc(Cl)cc1,100,-7,-10,4,1,-1,4,10,0.3
COc1ccc(S(=O)(=O)Oc2ccc(C(=S)N3CCOCC3)cc2OC)cc1,101,5,7,1,2,1,2,-18,3.9
COc1cccc(N(CC(=O)N2CCCCCC2)S(C)(=O)=O)c1,99,-5,-1,-1,-14,2,1,1,1.4
COc1cccc(NC(=O)Nc2cccn(Cc3ccccc3)c2=O)c1,93,6,-2,2,2,0,-4,2,3.0
O=C(Nc1cccc(S(=O)(=O)N2CCCCC2)c1)c1ccccn1,101,-1,1,-1,6,-5,-1,17,-1.8
Cc1nnc(SCC(=O)Nc2nsc(-c3ccccc3)n2)s1,83,-4,-4,0,-4,5,-5,-6,0.1
O=c1c2nnn(-c3cccc(F)c3)c2ncn1Cc1ccccn1,86,9,-1,-2,-2,2,2,-7,-2.9

# Next entries follow.
Molecule,Yeast superoxide,EBNA-1 inh,core dimer inh,PP1 inh,ZTA counter,Fh CTSL1 inh,TPT1 inh,GASC-1 inh,PP5 primary
CC(=O)CCC(=O)NCCc1ccccc1F,92,-11,0,1,8,-1,1,-4,-1.1
CCC(C)NC(=O)c1ccc(CSc2nc3ccncc3n2Cc2ccc(F)cc2)cc1 (configuration not stated),92,13,12,2,8,-2,0,-8,1.1
COc1ccc(/C=C(/NC(=O)c2ccco2)C(=O)NCCc2ccccc2)cc1,106,5,-6,-2,-3,1,-2,1,0.4
Cc1cc(C(=O)N/N=C/c2cccnc2)cs1,96,2,-5,-3,3,2,2,8,-2.3
CN(C)C(=O)c1nc2ccc(Cl)cn2c1CNCc1cccc(OC(F)(F)F)c1,94,2,1,0,-2,-2,3,0,0.1
O=C(c1ccco1)N1CCN(Cc2ccc(F)cc2)CC1,98,-6,12,-2,-5,-6,-1,1,7.6
Cc1cc2ncn(CS(C)(=O)=O)c2cc1C,106,0,0,-2,-12,-2,-1,28,2.6
O=C(COC(=O)/C=C/C(=O)OCC(=O)NC12CC3CC(CC(C3)C1)C2)NC12CC3CC(CC(C3)C1)C2,95,-15,8,-3,1,-1,-1,-3,2.8
COc1ccc(OC)c(NC(=O)CN(Cc2ccc(F)cc2)C2CCCCC2)c1,98,0,10,-4,10,-1,-2,-4,1.6
CN(C)C(=O)Nc1ccc(F)cc1F,106,2,-1,0,3,-1,1,47,-0.5
CC1(C)CC(NC(=O)Cc2ccc(Cl)cc2)CC(C)(C)N1,99,-5,1,0,-12,6,1,-3,0.2
CC(C)c1ccc(NC(=S)NCc2cccs2)cc1,107,2,-1,-4,17,0,2,-3,3.8
O=C(COc1ccc2c(c1)OCO2)NC12CC3CC(CC(C3)C1)C2,93,7,7,4,17,10,-4,-6,1.4
COc1ccccc1N1CCN(C(=O)c2ccncc2)CC1,98,9,0,2,2,-1,2,4,3.9
O=C(N/N=C/c1ccc2c(c1)OCO2)C(=O)Nc1cccc(Cl)c1,89,-5,1,3,6,0,1,-2,1.9
COc1ccccc1NCC(=O)N/N=C/C=C/c1ccccc1,97,-5,13,-2,-7,2,-1,2,1.1
CCc1nn2c(=O)c(S(=O)(=O)Nc3ccc(C(C)C)cc3)c(C)nc2s1,106,-7,6,-1,-3,-4,0,nt,4.6
O=C(NCC(c1ccco1)N1CCN(c2ccccc2)CC1)C(=O)NC1CC1 (configuration not stated),101,-5,-3,-2,0,-7,-1,24,0.4
O=C(COC(=O)CCC(=O)c1ccc(Cl)cc1)NC1CC1,101,-7,-1,-1,2,-34,0,-5,2.8
CCN(CC(=O)NCc1ccc(F)cc1)C(=O)CN1CCN(c2ccc(OC)cc2)CC1,93,-3,-11,1,-3,-1,0,18,5.2

# Additional compounds
Molecule,Yeast superoxide,EBNA-1 inh,core dimer inh,PP1 inh,ZTA counter,Fh CTSL1 inh,TPT1 inh,GASC-1 inh,PP5 primary
CCN1CCN(CC(=O)c2cc(Cl)ccc2Cl)CC1,96,3,3,-2,2,0,-4,-5,-4.4
CCCCOc1ccc(C(=O)Nc2ccc(SC(F)F)cc2)cc1OC,105,9,5,-2,-2,6,-2,-8,2.0
O=C(c1noc2c1CCCC2)N1CCN(c2ccccc2)CC1,96,-10,3,-3,-6,0,-1,-1,1.6
CCOc1ccccc1NC(=O)COC(=O)C1CC(=O)N(c2c(C)cccc2C)C1 (configuration not stated),97,-3,-2,-1,9,-52,0,7,4.4
O=C(Cc1ccccc1)N1CCN(C(=O)c2ccc([N+](=O)[O-])cc2)CC1,131,9,12,-3,12,-4,2,3,-0.7
CC1CCCCN1CC(=O)NC(c1ccccc1)c1ccccc1 (configuration not stated),97,8,-3,8,2,6,1,-8,-1.2
CCOc1cc(CO)ccc1OCC(=O)N1CCCCC1,106,4,-6,-2,5,-2,-1,0,3.4
N#Cc1ccc(Oc2ccc(S(=O)(=O)N3CCOCC3)cn2)cc1,107,7,-3,-2,-7,2,1,9,-1.5
O=C1NC2(CCCCCC2)Oc2ccccc21,100,2,11,1,3,1,-4,0,2.8
COc1cccc(-c2cc(C(=O)NC3CCCCC3)no2)c1,93,6,-4,2,-3,2,-2,4,1.9
COC(=O)[C@H]1[C@H]2C[C@H]3c4[nH]c5ccccc5c4CCN3C[C@H]2CC[C@@H]1O,96,-1,-4,-2,32,-4,3,1,-3.5
C/C(=N\OCC(=O)N/N=C/c1ccccc1)c1cccs1,97,-7,2,0,1,0,-3,24,1.8
O=C(NC(N1CCOCC1)C(Cl)(Cl)Cl)c1ccc(F)cc1 (configuration not stated),110,-1,-3,-4,11,1,0,3,-0.2
CSc1ccc(C(=O)C2CCCN(C(=O)c3cccnc3SC)C2)cc1 (configuration not stated),92,-5,8,-11,1,0,3,-4,-0.2
CNC(=O)c1csc(-c2ccncc2)n1,96,6,1,-3,-12,-1,-1,-1,0.7
Cc1ccc(S(=O)(=O)N2CCC(=O)N(CCOCc3ccc(Cl)cc3)CC2)cc1,nt,-8,4,0,-2,0,-1,-4,0.5
CS(=O)(=O)N(CC(=O)N/N=C/c1ccco1)c1ccccc1Br,82,-2,-6,1,1,-2,0,4,-1.8

# 4 compounds out of the list above, ordered by their value in PP5 primary, largest number first.
Compound	EBNA-1 inh	core dimer inh	TPT1 inh	GASC-1 inh	PP5 primary
CCOc1cc(CO)ccc1OCC(=O)N1CCCCC1	4	-6	-1	0	3.4
O=C(NC(N1CCOCC1)C(Cl)(Cl)Cl)c1ccc(F)cc1 (configuration not stated)	-1	-3	0	3	-0.2
CS(=O)(=O)N(CC(=O)N/N=C/c1ccco1)c1ccccc1Br	-2	-6	0	4	-1.8
CCN1CCN(CC(=O)c2cc(Cl)ccc2Cl)CC1	3	3	-4	-5	-4.4
